Source: PubChem BioAssay (several laboratories)
SRC2 inh: inhibition of GAL4-SRC2 driven luciferase reporter, primary screen, SRC2 inhibitor project, cell-based, luminescence; HEK293 GAL4-SRC2 luciferase reporter; inhibition, % at 9 µM; 0.17% of 370,000 active; Nuclear receptor coactivator 2 (Homo sapiens), Q15596;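 active = inhibition above the mean inhibition of all tested compounds plus 3 SD, set per campaign, cut at about 52% in these data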;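 also: 0% = DMSO treated cells and 100% = cells given Gossypol at 36 µM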
TWEAK Fn14 block: inhibitors of TWEAK-Fn14 signaling, primary screen, luciferase reporter cells, uHTS; TWEAK-stimulated Fn14 reporter cells, luciferase luminescence, 8 h; inhibition, % at 10 µM; 2% of 360,000 active; AID 1159606, 2016; in the data active = inhibition above about 50%
NCOA1 inh: SRC1 coactivator transcriptional activity inhibitors, primary screen, cell-based, luminescence | Nuclear receptor coactivator 1 (Homo sapiens), Q15788 | HEK293 GAL4-SRC1 luciferase reporter | inhibition, % at 3.6 µM | 0.12% of 360,000 active | AID 588354, 2011;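 active = inhibition above the campaign mean plus 3 SD, with each screening campaign given its own cutoff, cut at about 60% in these data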;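 also: 0% = DMSO treated cells and 100% = gossypol at 36 µM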
COUP-TFII inh: NR2F2 transcriptional activity inhibitors, primary screen, cell-based, luciferase reporter, HEK293T, luminescence | COUP transcription factor 2 (Homo sapiens), P24468 | HEK293T NGFI-A luciferase reporter | inhibition, % at 8.6 µM | 0.7% of 370,000 active | AID 686940, 2013;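 active = inhibition above a per-plate cutoff, mean inhibition of test wells between control levels plus 3 SD, cut at about 38% in these data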;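 also: cells cotransfected with COUP-TFII expression vector driving the NGFI-A reporter; 0% = median of COUP-TF2 test wells and 100% = reporter-only cells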
Target sequence (P24468 whole entry, looked up): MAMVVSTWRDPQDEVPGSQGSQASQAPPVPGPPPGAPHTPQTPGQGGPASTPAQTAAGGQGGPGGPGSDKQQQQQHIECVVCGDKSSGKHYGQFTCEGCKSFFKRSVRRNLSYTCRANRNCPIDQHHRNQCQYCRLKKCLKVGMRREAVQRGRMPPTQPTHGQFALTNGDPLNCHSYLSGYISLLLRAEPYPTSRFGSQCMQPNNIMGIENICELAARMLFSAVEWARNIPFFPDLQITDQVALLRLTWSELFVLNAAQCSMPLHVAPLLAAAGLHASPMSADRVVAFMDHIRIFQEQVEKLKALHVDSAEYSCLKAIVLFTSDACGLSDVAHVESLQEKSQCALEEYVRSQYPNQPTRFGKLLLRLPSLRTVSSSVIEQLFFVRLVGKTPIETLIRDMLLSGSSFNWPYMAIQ
CF NFkB block: inhibitors of PAF-induced NF-kB signaling, primary screen, cell-based, GFP fluorescence, uHTS; KKLEB NF-kB-GFP reporter, GFP fluorescence overnight; inhibition, % at 5 µM; 0.86% of 360,000 active; AID 588850, 2011;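 active = at least 50% inhibition at 5 µM, scaled per plate between neutral and stimulator controls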;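 also: PAF is a Pseudomonas aeruginosa culture filtrate used as stimulus; plate controls were PAF-stimulated DMSO wells for no effect and unstimulated DMSO wells for full effect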
KKLEB cytotox: cytotoxicity in KKLEB CF airway cells, primary screen, cytotoxicity control for CF NF-kB inhibitor project, cell-based, uHTS, fluorescence assay plates | KKLEB CF airway cells viability, ATPlite luminescence, overnight; stronger effect = lower value; cells stimulated with P. aeruginosa culture filtrate | activity change (cytotoxicity), % at 5 µM | 0.36% of 360,000 active;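 active = corrected activity change at or below -50% at 5 µM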
SRC3 inh: SRC3 coactivator transcriptional activity inhibitors, primary screen, cell-based, luminescence. Nuclear receptor coactivator 3 (Homo sapiens), Q9Y6Q9. HEK293 GAL4-SRC3 luciferase reporter. inhibition, % at 3.6 µM. 0.17% of 360,000 active. AID 588352, 2011;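 active = inhibition above a per-campaign cutoff, the mean of all compounds plus 3 SD, cut at about 60% in these data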;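 also: 0% = DMSO-treated cells and 100% = gossypol-treated cells at 36 µM; higher means less SRC3-driven luciferase light from the GAL4 reporter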
EBV LMP1 NFkB: EBV LMP1-driven NF-kappaB luciferase reporter inhibitors, primary screen, cell-based, luminescence, single point. LMP1-induced NF-kappaB luciferase reporter cells. 0.69% of 350,000 active. inhibition, % at 12.5 µM; in the data active = inhibition above about 41%;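 also: 0% = neutral control wells and 100% = reference inhibitor control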
C8 TRAIL sens: viability loss with TRAIL in NB7+C8 cells, primary screen, TRAIL sensitizer project, cell-based, ATPlite luminescence; AID 624354, 2012; 1% of 360,000 active; inhibition (viability loss, TRAIL sensitization), % at 10 µM;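 active = compounds causing at least 50% loss of cell viability in the single-dose screen, relative to plate controls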
TROY NFkB inh: inhibitors of TROY-driven NF-kB signaling, primary screen, Q293 LMP1-TROYcd cells, NF-kB luciferase, uHTS; Q293 LMP1-TROYcd NF-kB luciferase reporter, 4 h; inhibition, % at 10 µM; 0.98% of 360,000 active; AID 1347056, 2019;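 active = compounds whose plate-normalised and pattern-corrected inhibition of the luciferase reporter signal at the single screening dose is 50% or more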
NR5A2 inv ag: LRH-1 (NR5A2) inverse agonists, primary screen, cell-based, luminescence, HEK293T, StAR-luciferase reporter; Nuclear receptor subfamily 5 group A member 2 (Homo sapiens), O00482; 0.13% of 360,000 active; LRH-1 transfected, 24 h; inhibition, % at 3.6 µM;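 active = inhibition above the mean inhibition of all tested compounds plus 3 SD, cut at about 73% in these data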;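 also: 0% = DMSO wells and 100% = reporter-only cells lacking LRH-1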
Target sequence (O00482 whole entry, looked up): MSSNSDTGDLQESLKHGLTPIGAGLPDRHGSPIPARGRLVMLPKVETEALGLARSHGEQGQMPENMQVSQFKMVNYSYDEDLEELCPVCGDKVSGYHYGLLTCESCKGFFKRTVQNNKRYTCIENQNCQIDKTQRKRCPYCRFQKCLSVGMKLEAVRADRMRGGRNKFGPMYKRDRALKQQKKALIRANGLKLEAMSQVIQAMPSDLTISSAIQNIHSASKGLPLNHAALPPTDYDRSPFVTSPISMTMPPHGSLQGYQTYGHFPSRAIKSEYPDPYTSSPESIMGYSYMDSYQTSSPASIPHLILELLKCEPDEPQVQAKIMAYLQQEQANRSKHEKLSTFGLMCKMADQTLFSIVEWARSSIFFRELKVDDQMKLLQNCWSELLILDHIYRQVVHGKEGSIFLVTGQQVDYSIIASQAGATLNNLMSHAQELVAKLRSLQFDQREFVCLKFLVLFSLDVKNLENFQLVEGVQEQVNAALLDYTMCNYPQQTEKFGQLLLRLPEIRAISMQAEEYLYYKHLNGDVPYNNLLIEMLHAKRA
Numbers without * were called inactive; / = not tested or not shown. This is a random part of the collection (roughly 4.2% active in at least one column).

cpd | SMILES | SRC2 inh | TWEAK Fn14 block | NCOA1 inh | COUP-TFII inh | CF NFkB block | KKLEB cytotox | SRC3 inh | EBV LMP1 NFkB | C8 TRAIL sens | TROY NFkB inh | NR5A2 inv ag
1 | COC(=O)CCCC(=O)N1CCCC(C(=O)c2ccc(OC)cc2C)C1 (stereo not drawn) | -21 | -15 | 5 | 6 | 10 | -1 | 23 | 9 | -10 | -7 | -7
2 | CC(=O)Oc1ccc2nc(-c3cccs3)oc(=O)c2c1 | 20 | 3 | 6 | 6 | 9 | -3 | -31 | -4 | 7 | 4 | 15
3 | O=C(COC(=O)C12CC3CC(CC(O)(C3)C1)C2)Nc1ccc(Cl)c(S(=O)(=O)N2CCOCC2)c1 | 9 | -14 | 1 | -14 | 6 | -10 | 7 | -4 | -9 | 5 | -28
4 | O=C(Nc1ccc(C(F)(F)F)cc1)c1ccc2nc[nH]c2c1 | -6 | -18 | -35 | -17 | -10 | 3 | -24 | 8 | 2 | -11 | -5
5 | CC1=C(C(=O)N(C)C)CC(CC(=O)NCCCN(C)C)C(=O)N1CCC1=CCCCC1 (stereo not drawn) | 14 | 13 | 15 | -6 | -32 | 13 | 6 | -9 | -9 | 0 | -1
6 | Cc1ccc(S(=O)(=O)N2c3ccccc3CC2C)cc1 (stereo not drawn) | 5 | 31 | 9 | 2 | 14 | -8 | 23 | -16 | -14 | 12 | 8
7 | COc1ccc(-c2c(-c3ccc(OCC(=O)NN)cc3O)n[nH]c2C(F)(F)F)cc1 | -6 | 22 | -1 | -12 | -10 | -9 | 12 | -8 | 6 | 6 | -12
8 | COCCCn1c(=O)c2sccc2n2c(CCCC(=O)NCc3ccccc3OC)nnc12 | -15 | -10 | -15 | 5 | 5 | 0 | 16 | -3 | -2 | -5 | 9
9 | N#Cc1cnc(SCCc2ccccc2)nc1N | -40 | -4 | -16 | -22 | 7 | 0 | -21 | -21 | -3 | -11 | -34
10 | Cc1ccc(NC(=O)C2(N(CC(C)C)C(=O)Cn3nnnc3N)CCCCC2)cc1 | 7 | 11 | -11 | 11 | 8 | -10 | -5 | 1 | -19 | 6 | 18
11 | COc1cc(C2CC(c3c(C)cc(C)[nH]c3=O)=NN2c2ccccc2F)cc(OC)c1OC (stereo not drawn) | -44 | -14 | -8 | -3 | -8 | -4 | -20 | 5 | -6 | -2 | 12
12 | COCc1c(C(=O)N/N=C/c2c[nH]c3ccccc23)nnn1-c1nonc1N | 6 | 2 | -25 | 4 | 10 | 10 | -5 | -7 | -10 | -24 | 3
13 | CCN(CC)S(=O)(=O)c1ccc(N2CCCC2)c(NC(=O)c2ccc(N3CCCC3=O)cc2)c1 | 6 | -25 | 1 | 6 | -3 | 22 | 14 | 1 | -5 | -2 | 8
14 | O=C1Nc2cc(C(=O)NCCCN3CCOCC3)ccc2S/C1=C/c1ccccc1F | 23 | -7 | 8 | -30 | 12 | -8 | 2 | 1 | 19 | -16 | -3
15 | COc1cccc(SCC(=O)N2CCN(c3ccccc3)CC2)c1 | -4 | -1 | 11 | 0 | 4 | -6 | 17 | -5 | 2 | 9 | -13
16 | CCC(C)(C)C(=O)Nc1ncc(S(=O)(=O)c2ccc([N+](=O)[O-])cc2)s1 | -5 | -8 | 3 | -1 | 6 | 0 | -4 | 7 | 6 | 17 | 2

Screen by screen, from the results shown.
Compounds 3–10 in NR5A2 inv ag, in turn: -28, -5, -1, 8, -12, 9, -34, 18

(list continues)
cpd | SMILES | SRC2 inh | TWEAK Fn14 block | NCOA1 inh | COUP-TFII inh | CF NFkB block | KKLEB cytotox | SRC3 inh | EBV LMP1 NFkB | C8 TRAIL sens | TROY NFkB inh | NR5A2 inv ag
17 | O=C(Cc1cccc(NC(=O)C2CCN(C(=O)CCc3ccccc3)CC2)c1)Nc1cccc(C(=O)N2CCOCC2)c1 | 1 | -12 | -73 | -2 | -10 | 9 | -37 | 4 | 5 | -6 | -10
18 | O=C(c1[nH]c(C(F)(F)F)nc1-c1ccccc1)N1CCN(c2cccc(C(F)(F)F)n2)CC1 | 12 | 5 | 14 | -9 | 28 | -5 | 21 | / | 16 | -1 | 13
19 | NC(=O)CC(NC(=O)Cc1cccc2ccccc12)c1ccc(NCc2ccc(F)c(F)c2)c([N+](=O)[O-])c1 (stereo not drawn) | -10 | 6 | 5 | 16 | -37 | 3 | 0 | 9 | -9 | 18 | -4
20 | O=C(Nc1ccccc1C(=O)NC(Cc1ccccc1)C(=O)O)c1ccccc1 (stereo not drawn) | -12 | 13 | 10 | -11 | -3 | 12 | -1 | 3 | 6 | 10 | 15
21 | Cc1ccnc(NC(=O)c2cccc(NC(=O)CC3SC(N4CCCCC4)=NC3=O)c2)c1 (stereo not drawn) | -26 | -2 | -9 | -7 | -1 | -6 | 17 | 1 | -14 | 10 | -3
22 | CCOC(=O)c1cnc2ccc(OCC)cc2c1NCc1ccccc1 | 7 | 27 | 11 | 6 | -25 | 2 | 23 | -3 | 42 | -1 | 8
23 | CCOC(=O)CSc1cc(C)nc(NC(C)=O)n1 | -11 | -1 | -22 | -18 | -3 | -18 | -12 | 4 | 0 | -12 | 1
24 | CCN(CC(=O)Nc1ccccc1C(F)(F)F)C(=O)Cc1ccccc1 | -28 | -15 | 0 | 9 | 11 | 2 | -3 | -5 | -18 | -10 | 4
25 | COc1cccc(NC(=O)Nc2nnc(Cc3ccccc3)s2)c1 | -8 | -32 | -3 | -2 | 39 | -24 | -3 | -16 | -8 | 23 | 3
26 | O=C(Nc1nnc(SCC(=O)N2CCCCC2)s1)c1ccc(F)cc1F | 3 | -6 | -12 | -13 | -21 | 10 | -5 | 1 | 30 | -21 | 9
27 | Cc1ccc(-c2ccc(=O)n(CC(=O)NCc3ccco3)n2)cc1 | 6 | -1 | -2 | -15 | -6 | -15 | 8 | -18 | 0 | 7 | 23
28 | Nc1c(N(C(=O)Nc2ccc(Cl)c(Cl)c2)C2CCCC2)c(=O)[nH]c(=O)n1Cc1ccccc1 | 5 | -14 | 7 | -15 | 19 | -27 | 12 | -12 | 63* | -10 | 26
29 | NC(=O)C1CCN(C(=O)/C=C/c2ccccc2[N+](=O)[O-])CC1 | 25 | 2 | 0 | 1 | 8 | -2 | 9 | 1 | -14 | 10 | -2
30 | CC1CC(=O)Nc2ccccc2N1C(=O)Nc1ccccc1 (stereo not drawn) | 3 | -7 | -27 | 22 | 13 | -6 | 25 | 6 | -5 | 11 | -3
31 | O=C(O)c1ccc(C=C(c2nc3ccccc3s2)c2nc3ccccc3s2)cc1 | 4 | 47 | 2 | 1 | 30 | -15 | 8 | 6 | 10 | 0 | 15
32 | COc1cccc(C2=NOC(C(=O)Nc3cccnc3Cl)C2)c1OC (stereo not drawn) | -16 | -14 | 3 | 11 | -19 | 10 | 4 | -10 | 5 | 20 | -7
33 | O=c1[nH]c(C2CCCN(S(=O)(=O)c3cccc(Cl)c3)C2)nc2c1nnn2Cc1ccc2c(c1)OCCO2 (stereo not drawn) | 8 | -2 | -52 | 2 | 17 | 13 | -6 | -1 | -20 | 34 | 2
34 | Nc1[nH]c(=O)ncc1F | -25 | 4 | 8 | 10 | -2 | -7 | -16 | 0 | 2 | -15 | 7
35 | COc1ccc(-n2c(=O)c3c4c(sc3n3cnnc23)CC(C)CC4)cc1 (stereo not drawn) | -8 | 12 | 1 | 4 | 2 | 15 | 4 | 0 | -2 | -1 | -7
36 | Cn1cc(P(=S)(N2CCOCC2)N2CCOCC2)cc1P(=O)(N1CCOCC1)N1CCOCC1 | -3 | 15 | 0 | -5 | 4 | 3 | 17 | 6 | -3 | 3 | 9
37 | CC(=O)c1ccc(OCC(O)CN2CCN(c3ccc(F)cc3)CC2)cc1 (stereo not drawn) | -2 | 16 | -30 | -10 | 2 | -4 | -2 | -4 | -16 | -6 | -16
38 | O=c1oc2ccccc2c(NCc2cccc(F)c2)c1[N+](=O)[O-] | -4 | -4 | 9 | 0 | 16 | -12 | 19 | -2 | 0 | -12 | -2
39 | O=C(OCC(=O)N1CCCCC1)c1cc(=O)[nH]c2ccccc12 | -52 | 2 | -37 | -40 | 14 | -6 | -29 | -4 | 2 | -35 | -78
40 | O=C(NC(=S)Nc1nc2ccc(F)cc2s1)c1ccco1 | -21 | -4 | -49 | -6 | -20 | -71* | -51 | -21 | 86* | 26 | -56
41 | Cc1onc(-c2ccccc2Cl)c1C(=O)Nc1cccc2cccnc12 | -3 | 38 | -87 | 43* | -37 | -3 | -93 | 4 | 28 | 18 | 39
42 | CCN(C(=S)Nc1ccc(OC(F)F)cc1)C1CCCCC1 | 10 | 2 | -4 | -12 | 19 | -1 | 20 | 9 | -6 | -4 | -9
43 | CCC(C)NC(=O)c1ccc(CSCc2ccccc2Cl)o1 (stereo not drawn) | -13 | -2 | 7 | -1 | -14 | 10 | 7 | -2 | -12 | -23 | -11
44 | Cn1nnnc1Sc1ncnc2scc(Br)c12 | 14 | 99* | 3 | -26 | 78* | -42 | 6 | 27 | 15 | 68* | -5
45 | CCN(CC(=O)Nc1c(F)cccc1F)C(=O)C1(c2ccccc2)CC1 | 23 | 17 | 17 | 26 | -16 | -8 | 15 | 6 | -21 | -12 | 23
46 | COc1ccc(-c2nn(-c3ccccc3)cc2C(=O)NCC2CCCO2)cc1 (stereo not drawn) | -4 | 12 | 11 | -2 | 1 | 13 | -31 | -6 | 6 | -8 | 1
47 | CCOC(=O)/C(=C/C1=CC(=C/N(C)C)/C(=O)O1)C(C)=O | 4 | 2 | -8 | 7 | 0 | 3 | -2 | -6 | -6 | -22 | -60
48 | O=C(CNC(=O)c1ccccc1)N/N=C/c1ccc([N+](=O)[O-])s1 | -17 | -8 | 3 | -12 | -5 | 0 | -9 | 13 | 32 | -22 | 29
49 | O=C1C2C(C(=O)N1c1ccccc1)N1CCCN1C2c1ccccc1 (stereo not drawn) | 8 | 9 | 9 | -5 | -20 | 4 | -14 | -11 | -4 | -1 | 1
50 | Cc1cc(=O)oc2cc(OC(=O)C3CCN(C(=O)c4ccc(F)cc4)CC3)ccc12 | -8 | -11 | -1 | -30 | 1 | -2 | 9 | 0 | 10 | 12 | 3
51 | Cc1ccc(-c2csc(N3CCN(c4cc5c(cc4Cl)nc(-c4ccncc4)n5CCOCCO)CC3)n2)cc1 | / | -7 | 12 | / | 12 | -14 | 4 | 4 | 7 | 31 | -38
52 | COc1ccc(C(=O)N2CCc3ccccc3C2)cc1S(=O)(=O)N1CCCC1 | -11 | 7 | 8 | 5 | -19 | 15 | 8 | 2 | -6 | 4 | -1
